ST2 inh = inhibitors of human ST2 (IL1RL1) binding to IL-33, primary screen, biochemical, AlphaLISA. AlphaLISA ST2-Fc/biotin-IL-33 interaction, 1 h. inhibition, % for hits at 17 µM. 2.3% of 78,000 active. AID 1259354, 2018; in the data active means inhibition above about 30%; inconclusive means mostly about 10% to 28%
Target sequence (Q01638 whole entry, looked up): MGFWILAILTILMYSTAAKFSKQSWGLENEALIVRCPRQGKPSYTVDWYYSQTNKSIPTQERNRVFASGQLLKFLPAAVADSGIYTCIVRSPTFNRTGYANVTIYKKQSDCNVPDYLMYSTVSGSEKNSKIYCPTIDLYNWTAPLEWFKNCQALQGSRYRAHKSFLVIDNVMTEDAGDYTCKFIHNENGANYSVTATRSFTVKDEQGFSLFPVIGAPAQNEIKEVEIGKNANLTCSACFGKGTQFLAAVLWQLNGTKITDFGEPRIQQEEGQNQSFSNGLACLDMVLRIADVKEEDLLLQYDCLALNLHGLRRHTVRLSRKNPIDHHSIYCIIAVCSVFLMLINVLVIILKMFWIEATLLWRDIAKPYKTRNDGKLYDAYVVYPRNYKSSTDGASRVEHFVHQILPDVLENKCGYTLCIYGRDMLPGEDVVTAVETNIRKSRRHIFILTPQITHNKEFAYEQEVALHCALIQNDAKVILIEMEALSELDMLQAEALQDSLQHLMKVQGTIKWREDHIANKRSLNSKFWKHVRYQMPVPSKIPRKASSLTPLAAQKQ
An asterisk follows results filed as active; i = inactive; ? = inconclusive. Only part of the results is shown, so the mix of outcomes need not match the whole.

SMILES | ST2 inh
CC(C)CC(=O)O[C@@H]1OC=C(CO[C@@H]2O[C@H](CO)[C@@H](O)[C@H](O)[C@H]2O)[C@H]2[C@@H]3O[C@H]3[C@@](O)(CO)[C@@H]12 | i
O=C(Cn1cnc2c(cnn2-c2ccc(Cl)cc2)c1=O)c1ccc(Cl)cc1 | i
c1cncc(-c2noc(-c3ccc4c(c3)OCO4)n2)c1 | i
CCSc1oc(-c2ccc(C)cc2)nc1S(=O)(=O)c1ccccc1 | i
NC(=O)c1ccc(NC(=O)Nc2ccc(Cl)cc2)cc1 | i
COC(=O)C1=C(NC(=O)c2ccccc2Br)CCS1 | 31.0%*
Cc1ccc(C2C3=C(CCCC3=O)Nc3ccccc3N2C(=O)c2ccccc2)cc1 (stereo not given) | ?
Clc1ccc(CN2CCSCC2)cc1 | ?
COc1ccc(-n2nc(C(=O)NC3CC3)c3c4ccccc4n(C)c3c2=O)cc1Cl | i
CCOc1cc(CN2CCCC(C(=O)N(CC)CC)C2)ccc1OC (stereo not given) | i
CCc1nc(C)c(C(=O)N2CCOC(Cc3ccc(F)cc3)C2)o1 (stereo not given) | i
CC1(C)Cc2c(c(N3CCCC3)nc3sc4c(NCCN5CCOCC5)ncnc4c23)CO1 | i
CN(C)CCCNc1c2c(c(C#N)c3nc4ccccc4n13)CCC2 | 51.0%*
Cc1nonc1CN(C)S(=O)(=O)NCc1ccccc1 | ?
N#Cc1cn(CC(=O)N2CCc3ccccc3C2)c2ccccc12 | i
COC(=O)c1ccc(-c2csc(NC(=O)c3cc(=O)c4ccccc4o3)n2)cc1 | ?
COc1cccc(CC2(CO)CCNCC2)c1 | i
CCn1cc(C(=O)NCc2ccco2)c(=O)c2cc(S(=O)(=O)N3CC(C)CC(C)C3)ccc21 (stereo not given) | i
Cn1c(=O)n(C)c2cc(N=Cc3cc(Br)ccc3O)ccc21 | 31.0%*
Cc1ccccc1NC(=O)N1CCC(n2cc(Cc3ccccc3)nn2)CC1 | i
Cc1ccc2c(c1)C(=O)C(=O)N2 | i
Cc1nc(-c2nccc(-c3cc(C(=O)O)ccn3)n2)cs1 | i
Cc1cc(-c2c(-c3ccccc3)ncn2CCc2ccc(O)cc2)n[nH]1 | i
COc1ccc(CNCCC2(c3ccc(OC)cc3)CCOC(C)(C)C2)cc1 (stereo not given) | i
CCCCCCCC(=O)C(C)NC(=O)CCC(=O)O (stereo not given) | i
Cc1ccsc1[C@@H]1CCN(C(=O)c2ccc(-n3cnnc3)cc2)C[C@H]1O | i
CC(=O)Oc1cc2c(C(=O)NCCCN3CCOCC3)c(C)oc2c2ccccc12 | i
CN(C(=O)c1cc(CN2CCOCC2)on1)C1CCS(=O)(=O)C1 (stereo not given) | ?
c1ccc(CN2CCCC3(CCCN(Cc4cc5n(n4)CCNC5)C3)C2)cc1 (stereo not given) | ?
Cc1ccc(-n2ncc3c(=O)n(-c4ccc(C)c(F)c4)c(C)nc32)cc1C | i
Nc1cc(=O)[nH]c(SCC(=O)c2c(-c3ccccc3)[nH]c3ccccc23)n1 | i
CCN1CCN(C(=O)c2c[nH]n3c(=O)c(Cc4cccc(C)c4)c(C)nc23)CC1 | ?
C[C@@H](NCCc1ccc(O)cc1)[C@@H](O)c1ccc(O)cc1 | i
CN(C)CCN1C(=O)C2C(c3ccccc3)C=CC(c3ccccc3)C2C1=O (stereo not given) | i
COc1ccc(N=C2NC(=O)CC(C(=O)Nc3ccccc3F)S2)cc1 (stereo not given) | i
Cc1cccc(OCC(=O)NN)c1 | i
O=C1C2CCCN2C(c2ccc(F)c(F)c2)N1c1nccs1 (stereo not given) | i
COc1ccc(N(C(=O)C2CCCC2)C2C=CS(=O)(=O)C2)c(OC)c1 (stereo not given) | i
COc1ccc(CNC(=O)CN2CCCN(Cc3ccccc3)S2(=O)=O)cc1 | i
Cc1ccc(C(c2ccccc2)C2([N+](=O)[O-])C(=O)c3ccccc3C2=O)c(C)c1 (stereo not given) | i
O[C@H]1[C@H](NCc2ccc(OC(F)(F)F)cc2)[C@H]2CO[C@H](O2)[C@@H]1N1CCOCC1 | 64.0%*
CCC(=O)N1c2ccccc2NC2=C(C(=O)CCC2)C1c1ccco1 (stereo not given) | ?
C=C(C)COc1ccccc1C(=O)N1CCc2[nH]nc(C(C)C)c2C1 | ?
COC(=O)C1CCN(C(=O)C2(N(C)Cc3ccccc3)Cc3ccccc3C2)CC1 | i
Cc1ccc(Nc2ncnc3c2cnn3-c2ccccc2)c(C)c1 | i
CCn1cc(C(=O)Nc2cc(C)on2)c2cc(OC)c(OC)cc2c1=O | i
COc1cc(NC(=O)c2c(-c3ccccc3)noc2C)c(OC)cc1Cl | i
COc1ccc(CCCNC(=O)c2ccc(N3CC[C@H](O)C3)nc2)cc1 | i
C[C@@H]1C(=O)O[C@H]2[C@H]1CC[C@@]1(C)Cc3sc(NS(=O)(=O)c4ccc(F)cc4F)nc3[C@@H](C)[C@H]21 | i
O=C(O)c1cccc(NC2=CC(=NS(=O)(=O)c3ccc(F)cc3)c3ccccc3C2=O)c1 | 45.0%*

Of the compounds above, 2 contain two or more sulfur atoms:
SMILES | ST2 inh
CCSc1oc(-c2ccc(C)cc2)nc1S(=O)(=O)c1ccccc1 | i
C[C@@H]1C(=O)O[C@H]2[C@H]1CC[C@@]1(C)Cc3sc(NS(=O)(=O)c4ccc(F)cc4F)nc3[C@@H](C)[C@H]21 | i

Back to the main list with the 5 entries that preceded the break.
SMILES | ST2 inh
CCn1cc(C(=O)Nc2cc(C)on2)c2cc(OC)c(OC)cc2c1=O | i
COc1cc(NC(=O)c2c(-c3ccccc3)noc2C)c(OC)cc1Cl | i
COc1ccc(CCCNC(=O)c2ccc(N3CC[C@H](O)C3)nc2)cc1 | i
C[C@@H]1C(=O)O[C@H]2[C@H]1CC[C@@]1(C)Cc3sc(NS(=O)(=O)c4ccc(F)cc4F)nc3[C@@H](C)[C@H]21 | i
O=C(O)c1cccc(NC2=CC(=NS(=O)(=O)c3ccc(F)cc3)c3ccccc3C2=O)c1 | 45.0%*
Cc1noc(C)c1CC(=O)N1CCCC(Nc2ccc3c(c2)OCCO3)C1 (stereo not given) | ?
C=CC(C)(O)CC[C@H]1C(=C)CCC2[C@](C)(C(=O)O)CCC[C@@]21C (stereo not given in full) | i
O=C(CCN1C(=O)c2ccc([N+](=O)[O-])cc2C1=O)Nc1ccccc1-c1ccccc1 | ?
Cn1cc(C(=O)NC2CCCC2)c2c3ccccc3n(C)c2c1=O | i
CCCCC(=O)Nc1ccc(C(=O)N2CCCCC2C(=O)O)cc1 (stereo not given) | ?
O=C(CCS(=O)(=O)c1ccc(Br)s1)NCc1ccc(F)cc1 | i
CCCn1cc(CN2CCN(c3cccc(C(C)C)n3)CC2)c(C)n1 | i
CC(=O)Nc1ccc(NC(=O)CCCC(=O)O)cc1 | i
CCN(CC)c1ccc(C2C(C(=O)Nc3ccccn3)=C(C)NC3=C2C(=O)CCC3)cc1 (stereo not given) | i
CC(C)CSc1nc2c(c(=O)[nH]1)C(c1ccc(Br)cc1)C1=C(CCCC1=O)N2 (stereo not given) | i
N#CC1=C(N)SC(N)=C(C#N)C1c1ccc2c(c1)OCO2 | i
COc1cc(-c2cc(=O)c3c(O)cc(O[C@@H]4O[C@H](CO)[C@@H](O)[C@H](O)[C@H]4O[C@@H]4O[C@@H](C)[C@H](O)[C@@H](O)[C@H]4O)cc3o2)ccc1O | i
CSc1nc(C(=O)N(C)CC2CCN(CCc3cccc(F)c3)CC2)cs1 | i
CC(CCc1ccco1)NC1CCC2(CCNCC2)CC1 (stereo not given) | i
Cc1ccc(NC(=O)CN2CCCN(Cc3cccc(F)c3)S2(=O)=O)c(Cl)c1 | i
COc1ccccc1N1CCN([C@@H]2[C@H](O)[C@H](CO)O[C@@H]2CN(C)C)CC1 | ?
Cc1nc(C(C)C)cc(N(C)Cc2cc(-c3ccncc3)no2)n1 | i
CCN1C(=O)/C(=C2\SC(N)=NC2=O)c2cc(Br)ccc21 | i
COC(=O)Cn1c(CN(Cc2ccccc2)Cc2ccccc2)nc2c1c(=O)[nH]c(=O)n2C | i
CC1(C)C(=O)C2(CCCCC2)C(=O)OC1c1ccc(Br)o1 (stereo not given) | i
C[C@@H](NC(=O)C1=C[C@@H](NC(=O)Nc2cccc(F)c2)[C@@H](O)[C@H](O)C1)C(N)=O | i
O=C(CNCCO)Nc1sc2c(c1C(=O)Nc1ccc(Br)cc1)CCC2 | ?
O=C1Nc2cc(Cl)c(Cl)cc2N(O)N1c1ccc([N+](=O)[O-])cc1 | i
Nc1cccc2c1C(=O)N(c1ccc(Cl)cc1Cl)C2=O | i
COc1ccccc1/C=C/C1=NC(=C\c2ccc(OC)c(OC)c2OC)/C(=O)O1 | ?
O=[N+]([O-])c1cc2c(cc1C=Nc1ccc3ncccc3c1)OCO2 | ?
CCCc1nc2nc[nH]n2c(=O)c1NC(=O)Nc1cccc(C(F)(F)F)c1 | i
CCCCC1C(=O)N(C)CCN1C(=O)c1ccc(=O)[nH]c1 (stereo not given) | ?
O=C(NCCCN1CCOCC1)c1ccncc1 | i
O=C1N(CN2CCN(c3ccccc3F)CC2)c2ccccc2C12OCCO2 | i
O=C1CCCC2=C1C(c1ccc(F)cc1)c1c(nc(SCc3ccccc3)[nH]c1=O)N2 (stereo not given) | i
O=C(CC1C(=O)NCCN1Cc1ccccc1C(F)(F)F)NCCn1cccn1 (stereo not given) | i
COc1ccc(OC)c(NC(=O)CN(Cc2ccc(F)cc2)S(=O)(=O)c2ccc(C)cc2)c1 | i
Cn1c(=O)cc(SCC(=O)N2CCCCCC2)c2ccccc21 | i
Cc1nc(C)n(CC(=O)N2CCc3c([nH]c4ccccc34)C2C2CCCCC2)n1 (stereo not given) | ?
O=C(NC1CCC(NC(=O)c2cccc(Cl)c2)CC1)c1cccc(Cl)c1 (stereo not given) | ?
O=C(c1cncc(-c2ccc3c(c2)OCO3)n1)N1CCOCC1 | ?
CC(C)c1csc(CN2CCCC(CNC(=O)c3n[nH]c4ccccc34)C2)n1 (stereo not given) | i
COc1ccc(C2C(C(=O)N(C)C3CCCCC3)c3cc(OC)c(OC)cc3C(=O)N2C)cc1 (stereo not given) | ?
Cc1cc(C)cc(N(C(=O)c2ccccc2Br)C2C=CS(=O)(=O)C2)c1 (stereo not given) | ?
CC(=O)c1ccc(OCCOc2ccc(C(C)=O)cc2)cc1 | i
Cc1ccnc(NS(=O)(=O)c2ccc(NC(=O)c3sc4ccccc4c3Cl)cc2)n1 | i
CC1=C(C(=O)OC(C)C(C)(C)C)C(c2cccc(Br)c2)NC(=O)N1 (stereo not given) | i
COc1ccc(-n2nc3c(c2NC(=O)c2ccc(OC)c(OC)c2)CS(=O)C3)cc1 (stereo not given) | i
c1coc(-c2noc(CNCc3ccccc3Cn3cccn3)n2)c1 | ?
c1ccc(CSc2ncc(C3NCCc4[nH]cnc43)cn2)cc1 (stereo not given) | i
CCC1CN(CCC(=O)N2CCN(Cc3nccn3C)CC2)Cc2cc(OC)ccc2O1 (stereo not given) | ?
COc1ccc(N=Cc2ccc(OCc3ccccc3)cc2)cc1OC | 33.0%*
CC1(C)CC(=O)C2=C(C1)OC(N)=C(C#N)[C@@]21C(=O)N(CC(N)=O)c2ccccc21 | ?
CC(C)NC(=O)Cn1c(=O)n(CC2CCC(C(=O)N3CCCC3)CC2)c(=O)c2sccc21 (stereo not given) | i

Additional compounds
SMILES | ST2 inh
CC(=O)N1c2ccccc2NC2=C(C(=O)CC(C)(C)C2)C1c1cccs1 (stereo not given) | i
COc1cc(OC)c(OC)cc1CN1CCC(O)CC1 | ?
CCOc1cccc2sc(N3CCCC3)nc12 | i
CCc1ccccc1NC(=O)c1ccc(OC)c(OC)c1 | i
O=C(Nc1ccccc1F)C12CC3CC(CC(C3)C1)C2 | i
N=C(N)c1ccccc1 | ?
CSc1ccc(C(=O)N2CCC(C(Cc3ccccc3)N(C)C(=O)c3ccccn3)CC2)cc1 (stereo not given) | ?
Cc1ccc(N2C(=O)c3sc4nnc(C)c(=O)n4c3C2=O)cc1 | i
CCCNC(=O)c1cc2n(n1)C(C(F)(F)F)CC(c1ccc(C)cc1)N2 (stereo not given) | i
COc1cc2c(cc1OC)C(C(=O)Nc1cccc(Cl)c1)C(c1ccccc1F)N(C)C2=O (stereo not given) | i
OC[C@H]1CCN(Cc2cccc(-c3ccccn3)c2)C[C@@H]1O | i
O=C(Nc1cc2cc([N+](=O)[O-])ccc2oc1=O)c1ccc(Cl)cc1Cl | i
CC(C)(C)NC(=O)CSc1nnnn1-c1ccccc1Cl | i
CCC(C)c1cc([N+](=O)[O-])cc([N+](=O)[O-])c1OC(=O)OC(C)C (stereo not given) | ?
Nc1ccc(/C=C/c2ccc(N)cc2S(=O)(=O)O)c(S(=O)(=O)O)c1 | i
CC1=CCC(c2nnc(C)o2)C(c2ccc([N+](=O)[O-])cc2)C1 (stereo not given) | ?
COc1cccc(OCC(=O)Nc2cc(N3CCCS3(=O)=O)ccc2C)c1 | i
Cc1ncsc1CCC(=O)NCc1ccccc1-n1ccnc1C | i
CCn1c(=O)n(-c2ccc(C)c(C)c2)c2nc(-c3ccc(OC)cc3)nc(C(N)=O)c21 | i
Cc1ccc(-c2nc3ncccc3o2)cc1NC(=O)c1ccc(OC(C)C)cc1 | i
CCC1CCCCN1S(=O)(=O)c1ccc(C(=O)Nc2nnc(COC)o2)cc1 (stereo not given) | i
CCCS(=O)(=O)N1CCC(C(=O)NCCCN2CCCC2=O)CC1 | ?
CCCCOCc1n[nH]c(Cc2ccccc2)n1 | ?
CCN(CC)c1ccc(C2C(C(N)=O)=C(C)Nc3nc(SCc4ccccc4)nn32)cc1 (stereo not given) | ?
NC(=O)NCCC(=O)N1CCOC(Cc2cccc(F)c2)C1 (stereo not given) | i

Arranged by SMILES length (largest number first): part of the list above.
SMILES | ST2 inh
O=C(Nc1cc2cc([N+](=O)[O-])ccc2oc1=O)c1ccc(Cl)cc1Cl | i
CCCNC(=O)c1cc2n(n1)C(C(F)(F)F)CC(c1ccc(C)cc1)N2 (stereo not given) | i
COc1cccc(OCC(=O)Nc2cc(N3CCCS3(=O)=O)ccc2C)c1 | i

From PubChem BioAssay
